Peg3 imprint: induces erasure of genomic imprints in mouse ES cells; Potency, µM (series often up to 60.7 µM), without a hit: at the top dose activity change, positive = activation, hits mostly activators; 0.02% of 110,000 active; AID 1948; mouse ES Peg3-LacZ reporter, beta-gal luminescence, 40 h;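 also: 0% = negative control wells on the plate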
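Each well holds 300 Peg3LacZ-Neo (maternal) female ES cells incubated 40 h at 37C, 5% CO2. LacZ is measured by BetaGlo luminescence, with AC50 and maximum efficacy derived from dose-response curves.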
p53ts 39C tox: cytotoxicity in p53ts cells at nonpermissive temperature; H1299-p53A138V viability at 39C, ATP luminescence, 24 h; Potency, µM (series often up to 46.1 µM), without a hit: top-dose activity change, negative = cell killing, hits mostly cytotoxic; 1.5% of 130,000 active; also: nearly all actives have a fitted effect of over 55% in size
p53ts 32C tox: cytotoxicity in p53ts cells at permissive temperature; H1299-p53A138V at 32C, ATP luminescence viability, 24 h; Potency, µM (series often up to 46.1 µM), inactives show at the highest dose activity change, negative = cytotoxicity, actives largely listed as cytotoxic; 0.93% of 130,000 active; AID 924;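 also: 0% = DMSO and -100% = full killing by reference compound; nearly all actives have a fitted effect of over 55% in size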
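Viability by ATPlite luminescence after 24 h compound treatment (up to 46 uM) at the permissive 32C. Cells are H1299 carrying p53 A138V. Scale runs from DMSO basal to 100 uM tamoxifen as full kill; AC50 from Hill fits.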
IkB sig inh: inhibitors of IkB signaling in ABC-DLBCL cells | ABC-DLBCL IkBa-CBG/CBR dual luciferase ratio, 4 h; response scale: scaled: untreated 0%, proteasome inhibitor 100% | Potency, µM (doses to about 57.1 µM), for the others: top-dose IkBa stabilization activation | 0.04% of 110,000 active; active = well fitted curve in the direction sought with a large enough effect in the signal ratio, not every such curve was filed as active; inconclusive = small, poorly fitted or top-dose-only effect, or a change in a side signal; the % refers to the signal ratio;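 also: the direction sought is a rising ratio; 0% = basal untreated cells and 100% = reference inhibitor full response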
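Curves were fitted separately to fusion (green), unfused (red) and ratio luminescence, then classed by r2, magnitude and activity. Cells: OCI-Ly3, 4 h compound plus doxycycline at 37C; 10 uM MG-132 defined full response.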
Active calls of the source: *; ? = inconclusive; / = no result given; & = joins results of further samples; [ ] = remark or other dose. Unless noted, calls follow the shape of the dose curve; as a rule, active = well fitted curve in the direction sought with a large enough effect; inconclusive = small, poorly fitted or top-dose-only effect, or another doubt; inactive = no such curve, though single readings can be large; an effect the other way counts as inactive or inconclusive. Unless noted, % is scaled to controls: 0 for no effect and ±100 for the full control effect; potency is read from the fitted curve at half-maximal effect.

Compound	Peg3 imprint	p53ts 39C tox	p53ts 32C tox	IkB sig inh
NC(=O)C1CCC(NC(=O)OCc2ccccc2)CC1 (centres undefined)	-14%	0%	-1%	-0.4%
Cc1coc2cc3oc(=O)c(CC(=O)NCc4ccccc4)c(C)c3cc12	-9%[10.9 µM]	?	16%	?
Cc1ccc(OCC(O)Cn2c(N3CCOCC3)nc3c2c(=O)[nH]c(=O)n3C)cc1 (centres undefined)	-15%	4%	2%	1.3%
O=C(OCC(=O)N1CCOCC1)C(c1ccccc1)c1ccccc1	3%	-15%	3%	0.1%
Cc1c(N=C/C=C2/N(C)c3ccccc3C2(C)C)c(=O)n(-c2ccccc2)n1C	/	14%	-4%	/
O=C(c1c(Cl)nc2sccn12)N(C(=O)c1c(Cl)nc2sccn12)c1ccc(Cl)cn1	-33%[inhibitor]	-21%	-3%	-0.2%
COc1ccc(-c2cc(C(C)=O)c(C)n2CCC(=O)Nc2ccc(C)c(Cl)c2)cc1	-9%[10.9 µM]	-26%	0%	?
Cc1ccc(C)c(N2CCN(C(=O)C3CCCN(S(=O)(=O)c4ccc5c(c4)oc(=O)n5C)C3)CC2)c1 (centres undefined)	-21%[10.9 µM]	-10%	-4%	?
Cc1nnc(N(Cc2ccco2)C(=O)c2ccno2)s1	-5%	-1%	4%	-0.2%
CC1CCCCN1C(=O)c1ccc2c(c1)N(Cc1ccc(F)cc1)C(=O)c1ccccc1S2(=O)=O (centres undefined)	-5%[10.9 µM]	-12%	34%[activator]	?
Cc1ccc(C)c(NC(=O)CN(CCc2ccccc2)S(=O)(=O)c2ccccc2)c1	-14%[10.9 µM]	-4%	3%	4.3%
CC(=O)OCC1OC(c2ccc(C(C)=O)cc2)C=CC1OC(C)=O (centres undefined)	/	-3%[9.22 µM]	6%[9.22 µM]	/
Cc1ccccc1OCC1Cn2c(nc3c2c(=O)[nH]c(=O)n3C)O1 (centres undefined)	9%	-4%	-8%	-0.2%
COc1ccc(-n2ncc3c(N4CCc5ccccc54)ncnc32)cc1	-8%	-10%	-11%	0.2%
Cc1cccc(N2CCN(C(=O)Cn3nc(Cc4cccnc4)c4ccccc4c3=O)CC2)c1C	-8%[10.9 µM]	9%	5%	3.0%

The list goes on (2 carried over from the part before).
Compound	Peg3 imprint	p53ts 39C tox	p53ts 32C tox	IkB sig inh
COc1ccc(-n2ncc3c(N4CCc5ccccc54)ncnc32)cc1	-8%	-10%	-11%	0.2%
Cc1cccc(N2CCN(C(=O)Cn3nc(Cc4cccnc4)c4ccccc4c3=O)CC2)c1C	-8%[10.9 µM]	9%	5%	3.0%
Cc1ccc(-n2c(=O)c3ccc(C(=O)NCc4ccco4)cc3n(Cc3ccccc3C#N)c2=O)cc1	-7%[10.9 µM]	-25%&5%	-9%&0%	1.8%
COc1ccc(C2CC(=O)c3cc(-c4nc(-c5cccc([N+](=O)[O-])c5)cs4)c(=O)n(-c4cc(C)cc(C)c4)c3C2)cc1 (centres undefined)	-7%[10.9 µM]	22%	3%	0.7%
Clc1ccc(-c2nnc3ccccn23)cc1	-11%	10%	-1%	-2.4%
O=C(c1cc2c(Cl)nc3ccccc3c2s1)N1CCCCC1	-11%[10.9 µM]	?	-1%	2.3%
Cc1cc(C)c(NC(=O)CSc2nnc(-c3ccncc3)n2Cc2ccco2)c(Cl)c1	-9%	1%	5%	6.5%
CSCCC(/C(O)=C(\C#N)c1nc2ccccc2[nH]1)N1C(=O)c2ccccc2C1=O (centres undefined)	-8%	-10%	10%	4.9%
O=C(CCS(=O)(=O)c1nc(-c2cccs2)cc(C(F)(F)F)n1)Nc1ccc(F)c(Cl)c1	-16%[10.9 µM]	?	?	?
O=c1ccnc(NCCc2ccccc2)[nH]1	5%	22%	3%	3.6%
CCc1ccc(NC(=O)c2cc3nc(-c4ccc(C)cc4)cc(C(F)(F)F)n3n2)cc1	2%[10.9 µM]	0%	-3%	-1.6%
Cc1ccc(S(=O)(=O)Cn2nnnc2C(C(C)C)N2CCN(C(=O)c3ccco3)CC2)cc1 (centres undefined)	-9%	-3%	9%	0.7%
COCCN(Cc1cc2cccc(C)c2[nH]c1=O)C(=O)c1ccccc1	-6%	6%	-3%	1.2%
COc1ccc(N2CCN(C(=O)c3noc4c3CCCCC4)CC2)cc1	11%[10.9 µM]	12%	-1%	-1.9%
O=C(CCC1N=C2c3ccccc3N=C(SCc3ccccc3Cl)N2C1=O)NCc1cccs1 (centres undefined)	-17%[10.9 µM]	-20%	12%	?
Cc1cc(C)c(NC(=O)C(=O)NCC(c2cccnc2)N2CCN(c3ccccc3F)CC2)c(C)c1 (centres undefined)	-12%[10.9 µM]	-9%	-7%	?
O=C(Nc1ccccc1)c1ccc(F)c(S(=O)(=O)N2CCOCC2)c1	-24%	5%	-7%	1.3%

In the list so far, these have an aryl methoxy group.
Compound	Peg3 imprint	p53ts 39C tox	p53ts 32C tox	IkB sig inh
COc1ccc(-c2cc(C(C)=O)c(C)n2CCC(=O)Nc2ccc(C)c(Cl)c2)cc1	-9%[10.9 µM]	-26%	0%	?
COc1ccc(-n2ncc3c(N4CCc5ccccc54)ncnc32)cc1	-8%	-10%	-11%	0.2%
COc1ccc(C2CC(=O)c3cc(-c4nc(-c5cccc([N+](=O)[O-])c5)cs4)c(=O)n(-c4cc(C)cc(C)c4)c3C2)cc1 (centres undefined)	-7%[10.9 µM]	22%	3%	0.7%
COc1ccc(N2CCN(C(=O)c3noc4c3CCCCC4)CC2)cc1	11%[10.9 µM]	12%	-1%	-1.9%

Remaining list, next part:
Compound	Peg3 imprint	p53ts 39C tox	p53ts 32C tox	IkB sig inh
COc1cc(-c2nnc(-c3ccco3)o2)ccc1OCc1ccccc1	-28%	2%	-2%	?
COc1ccc(OC)c(CNC(=O)c2ccc3nc(C(C)C)oc3c2)c1	-8%[10.9 µM]	-22%	-3%	0.9%
Clc1ccccc1-c1nn2c(-c3ccncc3)nnc2s1	-3%	7%	2%	-0.6%
Cc1ccc(Cn2c(=N)c(C(=O)NCc3ccco3)cc3c(=O)n4ccccc4nc32)cc1	-7%	-10%	-15%	0.5%
COc1ccc(-c2oc3ncn4nc(-c5ccc(Cl)cc5)nc4c3c2-c2ccc(OC)cc2)cc1	22%[10.9 µM]	19%	3%	-3.1%
COc1cc(NC(=O)c2cc3ccc4cccnc4c3[nH]2)cc(OC)c1OC	10%[10.9 µM]	1%	-1%	?
CCN(CC)c1nc2c(-c3cccc(Br)c3)nnn2c2ccccc12	-15%[10.9 µM]	-21%	-10%	?
COc1ccccc1CNC(=O)c1ccc2c(c1)nc(C)n2-c1ccccc1OC	5%[10.9 µM]	8%	11%	?
Cc1ccc(NC(=O)COC(=O)c2ccn(C)n2)cc1	-8%	1%	4%	0.2%
COC(=O)CSc1nnc(CNC(=O)c2cc(OC)c(OC)c(OC)c2)n1C	13%	0%	-13%	-0.9%
CCC1(COC(=O)Nc2cccc(Cl)c2)COC1	-3%	-12%	-11%	-4.3%
COC(=O)COc1ccc(S(=O)(=O)Nc2ccc3c(c2)OCO3)cc1Cl	-3%	5%	4%	?
O=C(OCCn1cncn1)c1cc2ccccc2oc1=O	-5%	9%	-5%	1.2%
CC(CNC(=O)C1CCN(Cc2cc3ccccc3n2Cc2ccccc2)CC1)c1ccccc1 (centres undefined)	-16%[10.9 µM]	?	13%	?
CCCCn1c(SCC(=O)NCc2ccccc2)nc2ccc(N3CCOCC3)cc2c1=O	0%	-11%	2%	1.9%
COc1ccc(Br)cc1CNC(=O)c1ccc2c(c1)nc1n2CCC(C)C1 (centres undefined)	8%[10.9 µM]	-15%	-3%	0.6%
Cc1ccccc1CS(=O)(=O)CCC(=O)NCc1ccccn1	-8%	-1%	-5%	-1.0%
CCn1c(CNC(=O)C23CC4CC(CC(C4)C2)C3)nnc1SCC(=O)Nc1ccc(C)cc1	-5%[10.9 µM]	-23%	6%	?
O=C1c2ccccc2C(Nc2ccc(-c3nc4ccccc4[nH]3)cc2)N1Cc1ccco1 (centres undefined)	-44%[inhibitor]	7%	4%	?
COc1ccc(OC(C)C(=O)N2CCOCC2)cc1 (centres undefined)	-4%	15%	9%	0.0%
CCCC(=O)Nc1ccccc1-c1nnn(CC(=O)Nc2ccc(OCC)cc2)n1	-15%	-10%	0%	0.6%
Clc1ccccc1-c1ccc2ncnc(NCCN3CCOCC3)c2c1	?	-12%	0%	2.9%[11.4 µM]
COc1cc2c(cc1OC)C(Cc1ccc(O)cc1)N(C)CC2 (centres undefined)	-5%	1%	14%	1.5%
Cc1cc(C)c2sc(NC(=O)c3ccc(S(=O)(=O)N4CCCC4)cc3)nc2c1	4%[10.9 µM]	7%	5%	?
Cc1cccc(NC(=O)Nc2nnc(N(C)C3CCCCC3)s2)c1C	-8%[10.9 µM]	1%	-11%	0.9%
Cc1ccc(NC(=O)C2CCN(S(=O)(=O)c3c(C)noc3C)CC2)c(C)c1	-6%[10.9 µM]	6%	2%	2.2%
CCC1CCCCN1CCCNC(=O)c1[nH]c2ccccc2c1Sc1ccc(Cl)cc1 (centres undefined)	-2%[10.9 µM]	0%	6%	-2.7%
Cc1ccc2cc(CN(C(=O)c3ccncc3)C(C)C)c(=O)[nH]c2c1	6%	6%	2%	-1.3%
CCn1cc2nc(SCc3ccccc3)n(Cc3ccc(C)cc3)c(=O)c2n1	-15%[10.9 µM]	54%[activator]	-1%	-2.1%
COc1ccc(Cc2nnc(NC(=O)Cn3cnc4c3c(=O)n(C)c(=O)n4C)s2)cc1	/	0%	-6%	/
O=c1c2c(nc3cc(-c4ccc(F)cc4)[nH]n13)CCCC2	-81%[inhibitor]	10µM*	13µM*	?
Cc1ccc(NC(=O)Cn2cc(C(=O)C3CC3)c3ccccc32)cc1C	3%[10.9 µM]	-21%	-24%	1.4%
O=c1c2cn[nH]c2nc(SCc2c(F)cccc2F)n1-c1ccc(Cl)cc1	-8%[10.9 µM]	-27%	37%[activator]	?
N#Cc1ccc(OC(=O)c2cc(-c3ccc(Cl)cc3)on2)cc1	-12%[10.9 µM]	7%	-16%	?
COc1cc2c(cc1OC)C(C)N(C(=O)Cn1ncc3c1-c1ccccc1OC3)CC2 (centres undefined)	-16%	3%	6%	?
NCCCCCc1nnc(SCc2ccc(F)cc2)o1	-15%[10.9 µM]	2%	-8%	-0.7%
COc1ccc(-n2c(CC3C(=O)Nc4ccc(C)cc43)nc3ccccc3c2=O)cc1 (centres undefined)	-7%[10.9 µM]	-14%	14%	?
Cc1cc(C)nc(NC(=O)COc2ccc(Cl)cc2)c1	-11%[10.9 µM]	0%[9.22 µM]	-9%[9.22 µM]	0.4%[11.4 µM]
COc1ccc(F)cc1S(=O)(=O)Nc1ccccc1C(=O)O	/	1%	1%	/
O=C(CN1C(=O)CSC1=O)Nc1ccc2c(c1)OCCO2	-4%	17%	2%	1.3%
C/C(CCN1CCCCc2nc(C)c(C)cc21)=N\O[C@@H](C)CN1CCCCc2nc(C)c(C)cc21	/	-2%[9.22 µM]	-4%[9.22 µM]	/
COc1ccc(NC(=O)N2CC(C)OC(C)C2)cc1OC (centres undefined)	1%	9%	-6%	1.3%
O=[N+]([O-])c1cc(-c2nc(-c3ccccc3)no2)ccc1NCc1ccco1	-10%[10.9 µM]	-10%	-6%	5.2%
COc1ccc(-c2ccc(SCC(=O)Nc3cc(C)on3)nn2)cc1OC	-20%	?	?	0.0%
CSc1nc(Nc2cccc(C)c2)c(C#N)c(-c2ccccc2)n1	-12%[10.9 µM]	5%	1%	-2.8%
COCC1C2CC[C@H]3C(OCc4ccc(OC)cc4)OC[C@]4(C)[C@H]3C2=C(CN4C(=O)OC(C)(C)C)[C@H](C)C1COC (some centres undefined)	8%	0%	19%	/
CC(=O)Nc1sc(NC(=O)c2ccc(C)cc2)nc1-c1cccs1	/	4%	-2%	/
CC(=O)N1CCCc2cc(S(=O)(=O)N3CCCC(C(=O)N4CCN(c5cccc(Cl)c5)CC4)C3)ccc21 (centres undefined)	-17%[10.9 µM]	-29%	8%	?
COc1cc(N)c(Cl)cc1NC(=O)c1ccccc1	-8%	-13%	-9%	-0.4%
Cc1csc(NC(=O)CSc2nc3ccccc3c(=O)[nH]2)n1	-5%	-15%	-19%	8.6%
